Screening results from PubChem.
WRN helicase inh – qHTS for Inhibitors of WRN Helicase; hit rate 0.46% among 360,000; WRN helicase unwinding, fluorescent forked duplex, kinetic; Potency, µM (doses to about 114 µM), inactives show at the highest dose activity change, negative = inhibition, usual class: inhibitors; Bifunctional 3'-5' exonuclease/ATP-dependent helicase WRN (Homo sapiens), Q14191; note: potency is the fitted concentration of half-maximal effect; % is set by controls: 0 for no effect and ±100 for the full control effect; nearly all actives have a fitted effect of over 55% in size
Target sequence (Q14191 whole entry, looked up): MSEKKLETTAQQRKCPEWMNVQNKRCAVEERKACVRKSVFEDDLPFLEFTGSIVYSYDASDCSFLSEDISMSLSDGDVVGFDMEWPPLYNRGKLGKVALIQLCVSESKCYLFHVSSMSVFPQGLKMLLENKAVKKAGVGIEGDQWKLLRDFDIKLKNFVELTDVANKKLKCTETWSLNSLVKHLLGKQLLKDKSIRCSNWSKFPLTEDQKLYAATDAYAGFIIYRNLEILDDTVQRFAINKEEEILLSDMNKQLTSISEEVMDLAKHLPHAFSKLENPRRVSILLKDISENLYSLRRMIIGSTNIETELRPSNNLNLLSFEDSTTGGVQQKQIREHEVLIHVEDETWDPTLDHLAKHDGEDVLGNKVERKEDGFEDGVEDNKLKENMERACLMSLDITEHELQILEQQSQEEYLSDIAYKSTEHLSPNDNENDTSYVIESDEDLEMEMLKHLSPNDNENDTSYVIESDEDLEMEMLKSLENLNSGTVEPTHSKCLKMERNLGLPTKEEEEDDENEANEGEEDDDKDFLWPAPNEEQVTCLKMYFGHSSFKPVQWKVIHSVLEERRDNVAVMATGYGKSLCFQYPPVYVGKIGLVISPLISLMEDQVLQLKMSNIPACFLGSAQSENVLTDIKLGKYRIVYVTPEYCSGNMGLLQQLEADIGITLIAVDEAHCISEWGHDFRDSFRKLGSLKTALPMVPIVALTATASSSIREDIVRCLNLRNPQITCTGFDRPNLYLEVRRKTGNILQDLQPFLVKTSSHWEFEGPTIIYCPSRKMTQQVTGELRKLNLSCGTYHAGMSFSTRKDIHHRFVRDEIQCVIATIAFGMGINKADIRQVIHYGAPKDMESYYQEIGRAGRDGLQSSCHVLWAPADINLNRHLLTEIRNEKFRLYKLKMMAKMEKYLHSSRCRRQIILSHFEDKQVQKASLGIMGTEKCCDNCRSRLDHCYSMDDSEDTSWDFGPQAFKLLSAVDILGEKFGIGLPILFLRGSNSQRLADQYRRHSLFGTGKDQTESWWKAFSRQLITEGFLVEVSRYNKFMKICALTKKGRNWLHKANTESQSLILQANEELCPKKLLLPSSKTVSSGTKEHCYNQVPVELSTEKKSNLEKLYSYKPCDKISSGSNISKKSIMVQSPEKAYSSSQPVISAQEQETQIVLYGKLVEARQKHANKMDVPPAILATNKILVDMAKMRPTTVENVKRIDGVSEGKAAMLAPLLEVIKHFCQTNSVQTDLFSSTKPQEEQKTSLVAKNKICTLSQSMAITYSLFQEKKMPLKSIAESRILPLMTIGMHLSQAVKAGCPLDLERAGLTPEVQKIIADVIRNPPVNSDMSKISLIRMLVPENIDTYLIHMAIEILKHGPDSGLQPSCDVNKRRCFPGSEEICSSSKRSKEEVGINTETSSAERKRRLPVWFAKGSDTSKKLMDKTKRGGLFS
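WRN at 20 nM final was preincubated with compound for 15 min at room temperature; reaction started with 100 nM forked duplex oligonucleotide carrying fluorophore and quencher plus 2 mM ATP (final). Unwinding followed kinetically by red fluorescence (ex 525/em 598 nm).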
FUS suppressor – qHTS for Suppressors of FUS Proteinopathy: Primary screen using FUS-linked yeast assay; hit rate 0.24% among 390,000; AID 1347120, 2019; S. cerevisiae FUS-expressing, growth rescue, OD600, 24 h; Potency, µM (titrated, usually from 76.6 µM), inactives show at the highest dose growth rescue (activation), actives largely listed as activators;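 note: potency is the fitted concentration of half-maximal effect; plate controls were DMSO vehicle for no effect and reference control for full effect; nearly all actives have a fitted effect of over 55% in size; some results filed as inactive show a strong effect at the top dose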
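Restored growth of FUS-toxic S. cerevisiae, read as 600 nm absorbance after 24 h at 30C in galactose medium (starting OD 0.005). Controls CP55940 and DMSO.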
Abeta rescue – qHTS for compounds that reverse cellular toxicity of Amyloid beta (A-beta) peptide in yeast: Primary Screen | hit rate 0.063% among 410,000 | Potency, µM (series often up to 46.1 µM), for inactives: at the top dose growth rescue, most hits filed as activators | yeast expressing A-beta42, growth rescue, OD600, 48 h; response scale: 0% DMSO, 100% iron-clioquinol control; note: potency is the fitted concentration of half-maximal effect; nearly all actives have a fitted effect of over 55% in size
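Yeast A-beta toxicity model in growth medium with pinned compounds, 48 h at 30 C; growth read as absorbance at 600 nm. Normalized to FeCl3/clioquinol equimolar mix (positive) and DMSO (negative).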
PI5P4K alpha inh – qHTS for Inhibitors of phosphatidylinositol 5-phosphate 4-kinase (PI5P4K) | hit rate 1.2% among 330,000 | Phosphatidylinositol 5-phosphate 4-kinase type-2 alpha (Homo sapiens), P48426 | max response, % | PI5P4Kalpha enzyme, ADP-Glo luminescence, 60 min; active compounds read low; active = max response of -50% or lower; inconclusive = between -30% and -50%; inactive = -30% or higher; note: value at the top dose of about 77 µM; % is set by controls: 0 for no effect and ±100 for the full control effect
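PI5P4Kalpha ADP-Glo assay; 5 microM ATP final; 60 min RT reaction; HEPES pH 7.4/EGTA/CHAPS, 5% DMSO; controls lacking substrate or enzyme; luminescent end-point.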
EPAC1 antag – qHTS for Antagonist of cAMP-regulated guanine nucleotide exchange factor 3 (EPAC1): primary screen. Potency, µM (doses to about 115 µM), without a hit: at the highest dose activity change, negative = inhibition, hits mostly inhibitors. hit rate 0.14% among 360,000. Rap guanine nucleotide exchange factor 3 (Homo sapiens), O95398. AID 720709, 2013. EPAC1 GEF assay, Rap1b-BODIPY-GDP exchange fluorescence;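 note: potency is the fitted concentration of half-maximal effect; plate controls were vehicle for no effect and positive control for full effect; nearly all actives have a fitted effect of over 50% in size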
IL-2 act – qHTS of IL-2 Activators; IL-2 activation reporter assay, cell-based qHTS; stimulated with anti-CD3/CD4/CD28 beads; in transgenic mouse T cells; hit rate 0.065% among 360,000; activation, % (series mostly up to about 46 µM); in the data active = activation above about 50%; inconclusive = mostly about 30% to 49%; note: 0% is about no effect
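EGFP and DsRed fluorescence is measured by plate cytometry in unstimulated transgenic mouse T cells exposed to compound for 60 minutes, then stimulated 18 hours at 37 degrees C with anti-CD3/anti-CD4 beads plus anti-CD28.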
EPAC1 agonist – qHTS for Agonist of cAMP-regulated guanine nucleotide exchange factor 3 (EPAC1): primary screen; EPAC1 agonist qHTS, biochemical assay; response scale: 100% = response to 6.5 mM cAMP; Potency, µM (titrated, usually from 154 µM), inactives show top-dose activation, usual class: activators; hit rate 0.073% among 360,000; AID 720707, 2013; note: potency is the fitted concentration of half-maximal effect; nearly all actives have a fitted effect of over 60% in size
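Multi-concentration qHTS readout: loss of Rap1B-bound BODIPY-GDP fluorescence driven by 100 nM EPAC1 with excess GDP (50 uM), monitored kinetically at room temperature; agonist response expressed relative to 6.5 mM cAMP.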
PLK1 PBD block – qHTS for Inhibitors of PLK1-PDB (polo-like kinase 1 - polo-box domain): Primary Screen; Serine/threonine-protein kinase PLK1 (Homo sapiens), P53350; Plk1 PBD binding of FITC phosphopeptide, fluorescence polarization; Potency, µM, for the others: max response, negative = inhibition, usual class: inhibitors; hit rate 2.8% among 360,000; AID 720504, 2013; note: potency is the fitted concentration of half-maximal effect; series mostly up to about 57 µM; % is set by controls: 0 for no effect and ±100 for the full control effect; nearly all actives have a fitted effect of over 65% in size
The depositor's hits bear a star; ? = inconclusive; · = no result given; [ ] = dose if it differs, or a comment. Unless noted, calls come from the whole dose curve; as a rule, active = well fitted curve in the direction sought with a large enough effect; inconclusive = small, poorly fitted or top-dose-only effect, or another doubt; inactive = no such curve, though single readings can be large; an effect the other way counts as inactive or inconclusive.

1) O=C(Nc1cc(-c2ccccc2)nn1-c1ccccc1)c1ccccc1F
2) COc1cc(C(=O)OC(C)C(=O)NCC2CCCCC2)cc(NC(=O)c2ccco2)c1OC (stereo unspecified)
3) CCOC(=O)c1ccc(N/C=C/C(=O)c2ccco2)cc1
4) O=C(CSc1nnc(NC2CCCCC2)s1)Nc1ccc(N2CCOCC2)cc1
5) O=C(CSc1nc2c(c(=O)n1-c1ccc(F)cc1)SCC2)N1CCCC1
6) Cn1cc(-c2coc3c(C(=O)NCc4cccnc4)cccc23)cn1
assay / entry	1	2	3	4	5	6
WRN helicase inh	2%	-3%	-9%	4%	-3%	0%
FUS suppressor	6%	32%	1%	42%	-3%	-8%
Abeta rescue	0%	-4%	-7%	6%	17%	27%
PI5P4K alpha inh	20	1	·	·	4	-5
EPAC1 antag	?	9%	3%	-1%	-11%	6%
IL-2 act	-3.1	3.2	0.9	-0.8	0.9	0.2
EPAC1 agonist	3%	0%	1%	-9%	3%	4%
PLK1 PBD block	-1%	-2%	-12%	0%	-13%	-14%

7) CCCNC(=O)c1ccccc1N1CCN(CCCCN2C(=O)C3CCCCN3C2=O)CC1 (stereo unspecified)
8) CCCc1ccc(S(=O)(=O)N2CCN(C(=O)CN3C(=O)NC(C)(C4CC4)C3=O)CC2)cc1 (stereo unspecified)
9) O=C(O)CSCC(=O)N1CCCCC1
10) CCOc1ccc(N2C(=O)CC(N(Cc3ccco3)C(=O)CC)C2=O)cc1 (stereo unspecified)
11) NC(=O)CC(NC(=O)c1ccc(Br)cc1)c1ccc(N2CCCCCCC2)c([N+](=O)[O-])c1 (stereo unspecified)
12) CCc1cc(C(=O)Cc2cnn(-c3ccccc3)c2)c(O)cc1O
assay / entry	7	8	9	10	11	12
WRN helicase inh	1%	1%	7%	-4%	1%	-14%
FUS suppressor	-2%	-1%	15%	15%	?	19%
Abeta rescue	-14%	5%	-8%	1%	8%	-3%
PI5P4K alpha inh	5	3	5	0	-21	-1
EPAC1 antag	-16%	-5%	-6%	4%	-19%	-11%
IL-2 act	-0.4	0.7	0.7	-3.3	-0.9	-3.2
EPAC1 agonist	-5%	-11%	-2%	5%	1%	24%
PLK1 PBD block	-10%	-2%	-8%	27µM*	-3%	-7%

13) O=C(Nc1cccc2c1CCCC2)c1ccccc1Cl
14) Cc1cc(C)nc(-n2nc(C)cc2NC(=O)CN2CCCC(C)C2)n1 (stereo unspecified)
15) C[C@H](NC(=O)c1ccccc1Cl)C(=O)NCc1cccs1
16) CCO/C(C)=N/Oc1cc(OC)cc(OC)c1
17) Cc1ccc(NC(=O)c2cc(-c3ccccc3O)n[nH]2)cc1Cl
18) COc1ccc(NC(=O)C2=CC(c3ccc(C)cc3)=NS(=O)(=O)N2C)cc1
assay / entry	13	14	15	16	17	18
WRN helicase inh	-4%	-9%[57.1 µM]	-3%	-7%	6%	-5%
FUS suppressor	17%	-1%	-3%	7%	-1%	-19%
Abeta rescue	-1%	2%	9%	-14%	-3%	8%
PI5P4K alpha inh	1	·	0	4	-1	2
EPAC1 antag	-16%	5%	-3%	3%	6%	?
IL-2 act	-2.6	-3.0	0.0	-0.4	0.8	0.6
EPAC1 agonist	4%	-2%	14%	-12%	0%	-4%
PLK1 PBD block	-3%	0%	-10%	-4%	-10%	4%

19) CC(C)C[C@@H]1Cc2[nH][nH]c(=O)c2[C@H](c2ccc(Cl)cc2)O1
20) Cc1nn(C)c(C)c1CN(C(=O)C1CCC(=O)N(C2CCCCCC2)C1)C(C)C (stereo unspecified)
21) C/C(CC(=O)Nc1cccnc1)=N\NC(=O)c1ccc([N+](=O)[O-])c(Cl)c1
22) Cc1cccc(NC(=S)NNC(=O)c2ccc3c(c2)OCO3)c1
23) O=C(CSc1nnc(NC(=O)C2CCC2)s1)Nc1ccccc1Br
24) COc1ccc(C(=O)N[C@H](C(=O)Nc2nc3c(s2)CCCC3)C(C)C)cc1
assay / entry	19	20	21	22	23	24
WRN helicase inh	-1%	1%	-8%	-19%	-4%	3%
FUS suppressor	32%	2%	·	·	-2%	29%
Abeta rescue	1%	6%	6%	-3%	-12%	2%
PI5P4K alpha inh	1	3	4	-8	6	2
EPAC1 antag	-5%	?	-25%	-1%	-3%	-14%
IL-2 act	-0.6	-1.8	-0.4	0.5	-0.5	0.4
EPAC1 agonist	-14%	16%	2%	-4%	-1%	4%
PLK1 PBD block	?	-9%	-23%	-8%	3%	-11%

25) COC(=O)Cc1ccc(NC(=S)N2CCCC(CO)C2)cc1 (stereo unspecified)
26) O=C(C1CCCO1)N(c1cccc(Cl)c1)C1C=CS(=O)(=O)C1 (stereo unspecified)
27) O=C(O)CSc1nc2c(c(=O)[nH]1)CCCC2
28) Cc1ccccc1N(CC(=O)NC(C)(C)C)C(=O)CCC(=O)Nc1nccs1
29) CCNC(=O)c1c(C)[nH]c(C(=O)OCC)c1C
30) Cc1cc(NC(=O)NN2CCOCC2)nn1-c1c(Cl)cccc1Cl
assay / entry	25	26	27	28	29	30
WRN helicase inh	4%	-6%	8%	7%	-9%	13%
FUS suppressor	0%	-8%	8%	3%	25%	9%
Abeta rescue	-9%	-6%	-14%	-7%	-12%	-10%
PI5P4K alpha inh	9	·	·	4	·	2
EPAC1 antag	13%	-8%	0%	-2%	17%	13%
IL-2 act	-0.6	-1.9	-2.4	-0.4	-1.1	-1.9
EPAC1 agonist	-4%	6%	-1%	-5%	8%	-7%
PLK1 PBD block	?	-10%	-6%	2%	-4%	-7%

31) Cc1cccnc1-n1c(CCN2C(=O)c3ccccc3C2=O)nc2ccccc2c1=O
32) O=C(COC(=O)c1cc2ccccc2cc1O)c1ccccc1
33) COc1cc(C)ccc1OCCON1C(=O)CCC1=O
34) COc1cccc(N(C(=O)c2snc(C(N)=O)c2N)C(C(=O)NCC2CCCO2)c2ccc(F)cc2)c1 (stereo unspecified)
35) O=C(O)C(Cc1ccc(F)cc1)c1ccccc1 (stereo unspecified)
36) CCOC(=O)Cc1csc(NC(=O)CCN2C(=O)c3cccc([N+](=O)[O-])c3C2=O)n1
assay / entry	31	32	33	34	35	36
WRN helicase inh	9%[57.1 µM]	3%	-7%	3%	-1%	3%
FUS suppressor	14%	-4%	-26%	23%	-15%	-3%
Abeta rescue	-3%	-12%	-18%	-1%	20%	-1%
PI5P4K alpha inh	-2	7	1	15	1	-6
EPAC1 antag	-1%	3%	3%	-6%	6%	1%
IL-2 act	0.1	-0.2	-2.1	2.5	0.2	-0.7
EPAC1 agonist	-2%	3%	5%	-22%	2%	-3%
PLK1 PBD block	-6%	1%	-4%	3%	0%	1%

37) COC(=O)Nc1ccc(S(=O)(=O)N2CCCC(C(=O)Nc3cccnc3)C2)cc1 (stereo unspecified)
38) CC1CC(N(C(=O)c2ccco2)c2ccccc2)c2ccccc2N1 (stereo unspecified)
39) O=C(CNc1cccc2ccccc12)N/N=C/c1ccccn1
40) N#Cc1cccc(-c2cn(S(=O)(=O)c3ccc(Cl)cc3)nc2N)c1
41) Cn1cc(-c2ccno2)c(C(=O)O)n1
42) O=C(Nc1cc(Cl)cc(Cl)c1)c1cnn2cccnc12
assay / entry	37	38	39	40	41	42
WRN helicase inh	7%	-7%	-12%	-7%	-30%	-12%
FUS suppressor	-13%	32%	30%	27%	10%	9%
Abeta rescue	6%	-38%[inhibitor]	14%	6%	3%	-9%
PI5P4K alpha inh	-2	3	0	-8	-4	-2
EPAC1 antag	-1%	-29%	-8%	10%	-2%	8%
IL-2 act	0.1	-0.1	-2.8	-0.3	-1.1	-2.3
EPAC1 agonist	1%	17%	4%	-6%	8%	0%
PLK1 PBD block	-3%	-22%	-8%	-22%	-14%	-5%

Record cards, from the list above. Order of screens: WRN helicase inh | FUS suppressor | Abeta rescue | PI5P4K alpha inh | EPAC1 antag | IL-2 act | EPAC1 agonist | PLK1 PBD block
O=C(CNc1cccc2ccccc12)N/N=C/c1ccccn1 across the screens: -12% | 30% | 14% | 0 | -8% | -2.8 | 4% | -8%
Cn1cc(-c2ccno2)c(C(=O)O)n1 across the screens: -30% | 10% | 3% | -4 | -2% | -1.1 | 8% | -14%
N#Cc1cccc(-c2cn(S(=O)(=O)c3ccc(Cl)cc3)nc2N)c1 across the screens: -7% | 27% | 6% | -8 | 10% | -0.3 | -6% | -22%
O=C(Nc1cc(Cl)cc(Cl)c1)c1cnn2cccnc12 across the screens: -12% | 9% | -9% | -2 | 8% | -2.3 | 0% | -5%

More entries
43) COc1cc(/C=N/N2C(=O)c3ccccc3NC2(C)c2cccc([N+](=O)[O-])c2)cc(Br)c1O (stereo unspecified)
44) O=C(NNC(=S)NC(=O)c1ccc(F)cc1)c1ccncc1
45) Cc1ccccc1OC1CCN(C(=O)C2CCC(=O)N(C3CCCC3)C2)CC1 (stereo unspecified)
46) CCOc1ccc(N=C2Sc3nc4ccc(C)cc4cc3CN2CCOC)cc1
47) COc1ccc(NC(=O)C2C3C=CC4(O3)C2C(=O)N(CCCN2CCCCC2)C4C(=O)NC2CCCC(C)C2C)cc1 (stereo unspecified)
48) CCCN(CC(=O)Nc1ccccc1C)C(=O)c1cc2ccccc2oc1=O
49) CC(=O)CCc1oc2ccc(C)cc2c1Cc1ccccc1
50) Cc1cccc(N(Cc2cc3ccccc3[nH]c2=O)C(=O)c2ccco2)c1C
assay / entry	43	44	45	46	47	48	49	50
WRN helicase inh	-19%	9%	2%	-6%	4%	3%	-8%	-1%
FUS suppressor	-15%	·	14%	5%	29%	-14%	23%	0%
Abeta rescue	4%	6%	14%	11%	-4%	1%	8%	12%
PI5P4K alpha inh	-11	-10	-1	5	-2	-8	29	4
EPAC1 antag	?	4%	-5%	3%	-22%	9%	?	12%
IL-2 act	-0.6	-0.1	-0.1	-0.7	1.5	-1.8	-4.9	12
EPAC1 agonist	-11%	-7%	-3%	16%	-4%	-11%	8%	3%
PLK1 PBD block	-10%	-14%	-4%	-7%	-17%	2%	-8%	-2%
